Chronic BCR inh: qHTS Assay to Find Inhibitors of Chronic Active B-Cell Receptor Signaling | ABC-DLBCL IkBa-CBG/CBR reporter, luminescence ratio, 4 h | Potency, µM (highest dose often 46.1 µM), for inactives: at the top dose ratio change, negative = lower green/red ratio, actives largely listed as inhibitors | actives 0.05% (n = 340,000); active = well fitted inhibition curve with a large enough effect in the signal ratio, with a control signal flat, not every such curve was filed as active; inconclusive = small, poorly fitted or top-dose-only effect, or effect the other way, or a change in a side signal; the % refers to the signal ratio;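 also: potency is read from the fitted curve at half-maximal effect; plate controls were basal doxycycline-induced cells for no effect and cells given 10 µM MG132 for full effect; MG132 reads +100%, hits lower the ratio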
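TMD8 human ABC-DLBCL cells with doxycycline-inducible IκBα–green luciferase fusion and unfused red luciferase, in 0.5% FBS medium; compounds up to 46 uM, 4 h at 37C. Green/red luminescence ratio, filter-overlap corrected, fitted to concentration-response curves.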
PTAP TSG101 blk: qHTS Assay for Iinhibitors of HIV-1 Budding by Blocking the Interaction of PTAP/TSG101. Tumor susceptibility gene 101 protein (Homo sapiens), Q99816. AID 493005, 2010. 340,000 tested, under 10 active. Fluorescence polarization, FITC-PTAP peptide / Tsg101 binding. Potency, µM (series often up to 115 µM), inactives show top-dose activity change, negative = inhibition, hits mostly inhibitors; active = well fitted inhibition curve with a large enough effect in the main read-out, with a control signal flat, not every such curve was filed as active; inconclusive = small, poorly fitted or top-dose-only effect, or effect the other way, or a change in a side signal; inactive = no such curve, though single readings can be large or run the other way; also: potency is read from the fitted curve at half-maximal effect; % of control where 0% means no effect
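Fluorescence anisotropy tracks displacement of a FITC-tagged PTAP peptide (50 nM) from the Tsg101 binding domain (10 uM), following a 20 min room-temperature incubation at pH 7.5.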
Giardia kill: Small Molecules that selectively kill Giardia lamblia: qHTS | Giardia lamblia trophozoite viability | actives 0.15% (n = 340,000) | activity change, % at 7.66 µM, hits read low; in the data active = activity change below about -80%; inconclusive = between about -30% and that limit;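 also: parasites exposed to compound for two days anaerobically before the ATP read; % is scaled to controls: 0 for no effect and ±100 for the full control effect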
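Each well holds 100 Giardia trophozoites and compound. After two days (48 hrs) at 37 deg C in anaerobic conditions, ATP is quantified by luminescence.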
Menin MLL FP TR: qHTS Assay for Inhibitors Targeting the Menin-MLL Interaction in MLL Related Leukemias: Competition With Texas Red Labeled MLL-derived Mutant Peptide; O00255; Menin + Texas Red MLL mutant peptide, fluorescence polarization; Potency, µM (highest dose often 61.6 µM), for the others: top-dose FP activity change, negative = inhibition, hits mostly inhibitors; actives 0.23% (n = 270,000); active = well fitted inhibition curve with a large enough effect in the polarisation, with a control signal flat, not every such curve was filed as active; inconclusive = small, poorly fitted or top-dose-only effect, or effect the other way, or a change in a side signal; inactive = no such curve, though single readings can be large or run the other way; the % refers to the polarisation; also: potency is read from the fitted curve at half-maximal effect; % of control where 0% means no effect; many of its hits are not listed in these tables
GALK inh: qHTS Assay for Inhibitors of Human Galactokinase (GALK). Purified GALK, Kinase-Glo residual ATP luminescence. actives 0.007% (n = 270,000). Potency, µM (titrated, usually from 57.5 µM), inactives show at the highest dose activity change, negative = inhibition, actives largely listed as inhibitors. P51570; also: potency is read from the fitted curve at half-maximal effect; % is scaled to controls: 0 for no effect and ±100 for the full control effect
Target sequence (P51570 whole entry, looked up): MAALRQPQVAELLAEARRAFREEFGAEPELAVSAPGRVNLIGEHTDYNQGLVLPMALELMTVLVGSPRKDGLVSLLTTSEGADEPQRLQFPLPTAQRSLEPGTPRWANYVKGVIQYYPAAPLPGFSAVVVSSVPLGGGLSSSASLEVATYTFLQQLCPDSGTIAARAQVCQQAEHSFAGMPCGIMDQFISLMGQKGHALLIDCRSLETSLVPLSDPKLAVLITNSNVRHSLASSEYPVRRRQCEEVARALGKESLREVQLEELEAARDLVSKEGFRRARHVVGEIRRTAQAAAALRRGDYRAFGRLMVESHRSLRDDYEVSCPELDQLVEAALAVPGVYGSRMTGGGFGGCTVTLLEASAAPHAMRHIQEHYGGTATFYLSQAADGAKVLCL
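Quantitative HTS: GALK 5 nM, ATP 35 uM, galactose 100 uM, 1 h room temperature, then luciferase-based ATP detection.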
S-ASM inh: Inhibitors of Secretory Acid Sphingomyelinase (S-ASM): qHTS. AID 504937, 2011. actives 0.006% (n = 340,000). Potency, µM (titrated, usually from 57.5 µM), without a hit: at the top dose activity change, negative = inhibition, usual class: inhibitors. placental ASM, HMU-PC fluorogenic substrate, 60 min. Sphingomyelin phosphodiesterase (Homo sapiens), P17405; also: potency is read from the fitted curve at half-maximal effect
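Human placenta-derived ASM preincubated with compound 10 min at room temperature, then reacted with 9 uM (final) fluorogenic HMU-PC substrate for 60 min at 37 C. Stop solution raises pH to 10; fluorescence read at Ex 386/Em 447 nm.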
Tb PFK inh: qHTS Assay to Find Inhibitors of T. brucei phosphofructokinase; ATP-dependent 6-phosphofructokinase (Trypanosoma brucei brucei), O15648; T. brucei PFK, ADP-Glo luminescence; Potency, µM (highest dose often 57.5 µM), for inactives: top-dose activity, negative = inhibition, hits mostly inhibitors; actives 0.17% (n = 330,000);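 also: potency is read from the fitted curve at half-maximal effect; 0% = uninhibited 1x PFK enzyme wells and -100% = no-enzyme wells; nearly all actives have a fitted effect of over 60% in size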
Target sequence (O15648 whole entry, looked up): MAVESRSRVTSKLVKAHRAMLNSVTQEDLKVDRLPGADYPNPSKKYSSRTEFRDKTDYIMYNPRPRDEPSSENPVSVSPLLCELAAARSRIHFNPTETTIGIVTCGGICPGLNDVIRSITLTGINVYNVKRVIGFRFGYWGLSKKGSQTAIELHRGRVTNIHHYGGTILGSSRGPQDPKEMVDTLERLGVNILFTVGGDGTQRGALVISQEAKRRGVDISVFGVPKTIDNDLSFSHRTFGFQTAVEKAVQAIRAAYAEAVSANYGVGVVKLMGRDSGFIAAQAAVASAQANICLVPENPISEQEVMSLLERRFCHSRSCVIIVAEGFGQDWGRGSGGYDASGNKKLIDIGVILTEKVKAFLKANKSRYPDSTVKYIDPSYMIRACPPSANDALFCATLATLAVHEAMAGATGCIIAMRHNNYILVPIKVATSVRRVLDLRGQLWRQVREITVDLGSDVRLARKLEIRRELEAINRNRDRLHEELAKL
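ADP-Glo luminescence quantified ADP after 45 min at room temperature, with 1.25 nM T. brucei PFK, 0.1 mM ATP and 0.5 mM fructose-6-phosphate in pH 8.0 TEA buffer. qHTS titrations up to 57 µM; curves classified by quality.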
Coupling enz: qHTS Assay for Inhibitors of Fructose-1,6-bisphosphate Aldolase from Giardia Lamblia: Coupling assay counterscreen; coupling enzyme system counterscreen, AmpLite Red fluorescence; activity change, negative = inhibition, % at 58.2 µM, hits read low; actives 0.67% (n = 290,000); AID 2472, 2010; in the data active = activity change below about -30%; also: % is scaled to controls: 0 for no effect and ±100 for the full control effect
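Final compound at 57.5 uM, incubated 10 min at RT with coupling enzyme reagent (glyceraldehyde-3-phosphate), then 20 min with substrate and AmpLite Red detection. Fluorescence read at 525/598 nm; tests interference with the coupling assay, not aldolase inhibition.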
a7 integrin act: qHTS for Activators of Integrin-Mediated Alleviation for Muscular Dystrophy; Potency, µM (top dose mostly 38.3 µM), without a hit: at the top dose activation, actives largely listed as activators; actives 0.064% (n = 350,000); alpha7betagal myoblasts, beta-gal FDG fluorescence, 48 h;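 also: potency is read from the fitted curve at half-maximal effect; 100% = response of the positive control SU9516; nearly all actives have a fitted effect of over 60% in size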
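alpha7betagal+/- myoblasts (passage 13, 250/well) treated 48 h at 37C with compounds at 1:260 dilution of DMSO stock. Lysed, then beta-galactosidase activity read as FDG fluorescence (ex 480/em 540) after 30 min, with pre-read for autofluorescence.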
PKM2 act: qHTS Assay for Activators of Human Muscle isoform 2 Pyruvate Kinase; actives 0.34% (n = 260,000); purified PKM2, Kinase-Glo ATP luminescence, activation; response scale: 0% is enzyme alone, no compound; Potency, µM (titrated, usually from 57.5 µM), for inactives: at the top dose activation, most hits filed as activators; Pyruvate kinase PKM (Homo sapiens), P14618; also: potency is read from the fitted curve at half-maximal effect; % is scaled to controls: 0 for no effect and ±100 for the full control effect; nearly all actives have a fitted effect of over 55% in size
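hPK-M2, >95% pure; 0.1 mM ADP / 0.5 mM PEP final; imidazole pH7.2 buffer w/ 7 mM MgCl2, 50 mM KCl; 1 h RT; Kinase-Glo lum. Intermediate enzyme activity for dual inhibitor/activator qHTS.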
B2AR arrestin: qHTS assay of beta-arrestin-biased ligands of beta2-adrenergic receptor | AID 492947, 2010 | Beta-2 adrenergic receptor (Homo sapiens), P07550 | beta-arrestin recruitment to beta2AR, cell-based reporter | actives 0.02% (n = 330,000) | Potency, µM (titrated, usually from 46.1 µM), for inactives: at the highest dose activation, most hits filed as activators;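 also: potency is read from the fitted curve at half-maximal effect; 0% = DMSO controls and full agonism = EC100 isoproterenol or metaproterenol; nearly all actives have a fitted effect of over 65% in size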
Active calls of the source: *; ? = inconclusive; . = no result given; [ ] = remark or other dose. Unless noted, calls follow the shape of the dose curve; as a rule, active = well fitted curve in the direction sought with a large enough effect; inconclusive = small, poorly fitted or top-dose-only effect, or another doubt; inactive = no such curve, though single readings can be large; an effect the other way counts as inactive or inconclusive. Not all compounds are listed; the hit share may differ from the screen's.

Under each structure – Chronic BCR inh	PTAP TSG101 blk	Giardia kill	Menin MLL FP TR	GALK inh	S-ASM inh	Tb PFK inh	Coupling enz	a7 integrin act	PKM2 act	B2AR arrestin
> CCCCCc1nc2c(=O)n(C)c3ccccc3c2o1
  ?	-7%	-5	?	1%	-1%	0%	10	5%	-13%	0.1%
> Cc1ccc(Cn2nc(C)cc2C(=O)Nc2ccc(Cl)cc2)cc1
  ?	-3%	-6	.	0%	-21%	0%	-7	9%	-2%	-0.1%
> CC1(C)COC(c2cccn2Cc2ccccc2Cl)=N1
  ?	-2%	-15	-18%	2%	2%	4%	-1	-1%	2%	-0.5%
> O=C(Nc1ccc(F)c(Cl)c1)c1ccc2c(=O)n3c(nc2c1)CCCCC3
  3%	-7%	18	46%[activator]	-2%	?	3%	0	0%	-32%	-0.5%
> COc1ccc(CNC(=O)C2CCN(S(=O)(=O)N3CCCCC3)CC2)cc1
  -6%	-12%	-6	-9%	2%	-1%	-2%	0	7%	.	-0.7%
> Cc1cc(C)c(S(=O)(=O)n2nc(C)c(Br)c2C)c(C)c1
  -2%	-1%	?	-5%	.	6%	12%	-7	9%	-2%	-0.1%
> COc1ccc(NCC(=O)n2c(C)c(C)c3ccccc32)cc1OC
  -10%	2%	2	.	-4%	0%	3%	-3	9%	6%	-1.1%
> CCOC(=O)C1CCN(C(=O)CN(c2ccc(OC)cc2)S(=O)(=O)c2c(C)noc2C)CC1
  5%	2%	-17	0%[11.7 µM]	2%	0%	-1%	6	-17%	?	-0.4%
> COC(=O)Cn1nc(C)c2ccccc2c1=O
  -1%	-6%	-9	6%	-2%	1%	0%	0	0%	-2%	-0.1%
> O=C(COC(=O)c1ccc(O)cc1O)c1ccc2c(c1)OCO2
  0%	-7%	-8	15%	-5%	-4%	0%	4	-5%	0%	-0.1%
> CCOC(=O)Cn1c2c(c(-c3ccccc3OC)cc1=O)CCCC2
  8%	.	-3	8%	-1%	-2%	-3%	6	-1%	19%	-0.3%
> O=c1cc(-c2ccc(O)cc2)oc2c([C@@H]3O[C@H](CO)[C@@H](O)[C@H](O)[C@H]3O)c(O)c([C@@H]3O[C@H](CO)[C@@H](O)[C@H](O)[C@H]3O)c(O)c12
  2%	2%	13	-5%	.	-7%	-7%	0	14%	2%	-0.7%
> C[C@]12c3[nH]c4ccc(Cl)cc4c3CCN1C(=O)[C@@H](CC(=O)NCC13CC4CC(CC(C4)C1)C3)C[C@@H]2C(=O)N1CCOCC1
  ?	-2%	-23	.	.	-21%	-7%	.	-40%	.	-0.7%
> CCC(C)N(C)Cc1cccc(C2(O)CCN(S(=O)(=O)c3ccc(F)cc3)CC2)c1 (stereo not drawn)
  4%	-5%	3	-24%	-2%	-1%	-9%	4	-29%	3%	-0.6%
> CC(=O)N/C(=C\c1ccccc1)C(=O)OCC(=O)N(C)C1CCS(=O)(=O)C1 (stereo not drawn)
  1%	-2%	-21	.	.	6%	4%	.	1%	.	0.3%
> Cc1nc2ccc(-c3nc4ccc(N)cc4[nH]3)cc2[nH]1
  ?	-1%	?	?	-4%	306%[activator]	?	-1	15%	-7%	0.0%
> Cc1ccccc1C(=O)NC1CC2CCCC(C1)N2Cc1ccccc1 (stereo not drawn)
  8%	-5%	?	-2%	3%	-1%	-5%	2	3%	-10%	-0.3%
> COc1ccc(-c2cc(C(F)F)n3ncc(C(=O)N4CCN5CCCC5C4)c3n2)cc1 (stereo not drawn)
  1%	-3%	-9	-5%	-5%	121%[activator]	-2%	-3	-3%	-10%	-0.3%
> c1ccc2c(c1)OCC(c1nnc3sc(-c4ccc5c(c4)OCO5)nn13)O2 (stereo not drawn)
  1%	-4%	2	-1%	0%	-19%	-11%	0	4%	-4%	0.0%
> CCOc1ccc(NC(=O)c2ccc(Br)o2)c([N+](=O)[O-])c1
  5%	9%	-11	?	.	-3%	-1%	-1	-17%	-7%	-0.4%
> Cc1ncc([N+](=O)[O-])n1CC(=O)N/N=C/c1ccc(F)cc1
  -2%	1%	6	14%	-2%	3%	2%	2	25%	0%	0.2%
> c1ccc(Nc2nnc(SCc3cccc4ccccc34)s2)cc1
  8%	-3%	9	?	3%	-18%	4%	1	19%	1%	-1.0%
> Cc1cccn2c(=O)c3cc(C(=O)NCc4ccco4)c(=N)n(CCc4ccccc4)c3nc12
  ?	-4%	15	.	0%	208%[activator]	-2%	-7	12%	-2%	0.1%
> Cc1cccc([C@@H]2[C@@H]3C(=O)N(Cc4ccccc4)C(=O)[C@@H]3[C@]3(CC(C)C)C(=O)N(c4cccc(Br)c4)C(=O)N23)c1
  ?	8%	12	-1%	.	-1%	0%	0	-22%	-4%	-1.1%
> Cc1cc(C)c(NC(=O)CN2C(=O)NC(Cc3ccccc3)C2=O)c(C)c1 (stereo not drawn)
  -11%	1%	-3	.	0%	-4%	14%	2	-1%	-5%	-0.1%
> Cc1cccc(C)c1NC(=S)Nc1ccc(Cl)c(Cl)c1
  4%	-4%	16	20%	-1%	0%	21µM*	-1	11%	1%	-0.2%
> O=C(COc1ccc(F)cc1Cl)Nc1cc(S(=O)(=O)N2CCOCC2)ccc1N1CCCCC1
  5%	-4%	-3	?	0%	0%	-5%	-1	?	0%	0.4%
> NC(=O)c1nc(-c2cccs2)nc2c1[nH]c(=O)n2-c1ccc(F)cc1
  0%	-2%	-2	-7%	0%	.	5%	-1	1%	0%	0.0%
> CC(C)(C)OC(=O)CC[C@@H](C(=O)NCCCCCCCCCCC(=O)N1CCN(C(=O)OC(C)(C)C)CC1)n1cc(CCCCCNC(=O)OC(C)(C)C)nn1
  4%	.	-1	.	.	-1%	0%	.	16%	.	-3.2%
> NS(=O)(=O)c1ccc(CCNC(=O)COC(=O)C2CCCN2C(=O)c2cccs2)cc1 (stereo not drawn)
  ?	-2%	4	0%	7%	-1%	2%	9	-10%	1%	-0.9%
> Cc1sc2ncnc(OCC(=O)Nc3ccc4c(c3)OCCO4)c2c1C
  5%	-2%	8	?	1%	-1%	4%	6	-6%	-5%	0.0%
> Cc1cc(NC(=O)CSc2c3c(nc4ccccc24)CCC3)no1
  ?	-2%	-19	3%[11.7 µM]	2%	-3%	-1%	-1	-20%	-24%	-0.5%
> O=C(CCN1C(=O)C2CCCCC2C1=O)Nc1ccc(OC(F)F)cc1 (stereo not drawn)
  -11%	-4%	1	.	.	.	2%	.	-25%	.	-0.2%
> CCCCc1cc(=O)oc2cc(OCC(=O)N3CCC(C(N)=O)CC3)ccc12
  -9%	-3%	11	-2%	.	-2%	1%	-3	24%	4%	-1.0%
> Cc1c(C)c2ccc(OCC(=O)NC3CCN(Cc4ccccc4)CC3)c(C)c2oc1=O
  5%	-6%	17	.	-3%	3%	-4%	.	21%	.	-0.5%
> Cc1cccc(-n2c(C)cc(/C=N\NC(=O)c3cccs3)c2C)c1
  ?	-3%	14	0%	-2%	1%	9%	2	1%	12%	-0.9%
> CC(C)(C)C(=O)NC(=S)Nc1ccccc1F
  -1%	-4%	-15	8%	-1%	-2%	0%	-2	-17%	-2%	0.1%
> Brc1ccc2oc(-c3ccn[nH]3)cc2c1
  ?	-1%	-13	.	0%	-1%	2%	-1	16%	-3%	-0.2%
> CCOc1ccccc1NC(=O)COC(=O)/C=C/c1ccc(OC)c(OC)c1
  -4%	0%	15	3%	-2%	9%	-2%	0	-5%	4%	0.1%
> CC(=O)CSc1nc(-c2ccccc2)c(-c2ccccc2)o1
  0%	-4%	9	-28%	1%	0%	-1%	-1	21%	0%	0.0%
> Cc1ccc(S(=O)(=O)N2CCSC2)cc1C
  .	0%	-9	-3%	4%	10%	.	1	-4%	3%	.
> Clc1ccc(-c2nc(-c3cnccn3)no2)cc1
  ?	-2%	?	.	.	1%	1%	-1	-10%	-34%	0.4%
